Assay outcomes (PubChem BioAssay)
V-ATPase pH = yeast V-ATPase proton transport regulation by pHLuorin; S. cerevisiae, pHLuorin cytosolic pH fluorescence; response, % at 10 µM; 350,000 tested, 0.37% active; in the data active = response mostly above about 7.3%, no sharp cut-off; inactive = mostly below about 5.4%; note: actives read high; inactives centre near 0; some compounds called inactive have numbers as strong as hits
dFosB act = enhances mouse delta FosB homodimer DNA binding | purified delta FosB, TAMRA-CDK5 oligo fluorescence polarization; percent of positive-control signal above neutral wells | activation, % at 25 µM | 340,000 tested, 0.99% active | AID 493131;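 active = mean activation above about 17%, with every replicate also reaching it, limit read from the data, passing the limit was not always enough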;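 note: fluorescence polarization rise as delta FosB binds a TAMRA Cdk5 AP-1 oligo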
Rtt109 Vps75 = blocks Candida albicans Rtt109/Vps75 acetyltransferase activity | Q5AAJ8 | purified Rtt109/Vps75, ThioGlo CoA-SH fluorescence, 4 h | inhibition, % at 34.9 µM | 330,000 tested, 0.16% active | AID 540336;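 active = inhibition of at least 50% in every replicate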
Wnt act = activators of Wnt/beta-catenin signaling; Wnt/beta-catenin reporter cell assay, activator, plate reader; activation, % at 9.35 µM; 300,000 tested, 1.2% active; in the data active = activation above about 30%, passing the limit was not always enough;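 note: 0% = neutral control wells and 100% = positive control wells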
RTF Ca sens act = cardiac RTF calcium sensitization | IANBD-labeled TnC RTF fluorescence at EC20 calcium; 0% EC20 calcium, 100% full calcium | activation, % at 7.2 µM | 340,000 tested, 0.24% active;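 active = activation above the mean over all tested compounds plus 3 SD, cut at about 30% in these data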;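 note: rise in fluorescence read as greater calcium sensitivity of cardiac thin filaments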
CAL PDZ FP-1 = inhibitors of human CAL PDZ peptide binding; Q9HD26; purified CAL PDZ, TMR-peptide fluorescence polarization, 1 h; inhibition, % at 24.9 µM; 300,000 tested, 0.92% active; AID 602252;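 active = mean inhibition of at least 30% with at least half of replicates also reaching 30%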;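 note: 0% = DMSO neutral control and 100% = excess unlabeled competitor peptide PRC23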
CAL PDZ FP-2 = human CAL PDZ-peptide interaction inhibition; 330,000 tested, 0.02% active; Q9HD26; purified CAL PDZ, TMR-peptide fluorescence polarization, 1 h; AID 504414; inhibition, % at 20 µM;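 active = highest replicate inhibition of at least 40%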;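 note: plate controls were DMSO neutral control wells for no effect and unlabeled competitor peptide control wells for full effect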
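material = purified tagged CAL PDZ domain construct (CerCALP) | buffer or medium = sodium phosphate/NaCl buffer pH 7.4 with TCEP, IgG, Thesit | reagent = TMR-labelled reporter peptide T*-PRC34 bound in PDZ groove | incubation = 1 h room-temperature incubation prior to read | measured by = fluorescence polarization (mP) | evaluation = percent inhibition from loss of millipolarization | control set = unlabelled peptide and DMSO controls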
MITF TRPM1 HTS = increases MITF-driven TRPM1 promoter luciferase signal | activation, % at 12.5 µM | SK-MEL-5 TRPM1-promoter luciferase, 24 h; % of positive control, neutral wells = 0 | 300,000 tested, 0.75% active;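 active = mean activation of at least 80% with every replicate also reaching 80%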;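 note: 0% = neutral control wells and 100% = parthenolide positive control wells; values of inactives mirror those of a sister screen read the other way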
CDK5 p35 inh = blocks human CDK5/p35 kinase activity | Q00535+Q15078 | Recombinant CDK5/p35, ADP-Glo luminescence, 60 min | inhibition, % at 10 µM | 330,000 tested, 0.01% active;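 active = highest replicate inhibition of at least 50% and at least 75% of replicates reaching 50%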;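 note: plate controls were DMSO neutral control for no effect and GW8510 at 10 µM for full effect; many of its hits are not listed in these tables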
Target sequence (Q00535 whole entry, looked up): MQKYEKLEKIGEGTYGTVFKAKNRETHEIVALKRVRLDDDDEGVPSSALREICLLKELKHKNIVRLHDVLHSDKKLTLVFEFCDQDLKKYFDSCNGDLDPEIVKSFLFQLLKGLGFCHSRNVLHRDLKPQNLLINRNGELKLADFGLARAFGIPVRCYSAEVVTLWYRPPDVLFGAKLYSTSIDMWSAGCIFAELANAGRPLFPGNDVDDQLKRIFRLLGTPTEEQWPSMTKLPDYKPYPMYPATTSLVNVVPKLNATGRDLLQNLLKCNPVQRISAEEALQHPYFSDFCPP
Target sequence (Q15078 whole entry, looked up): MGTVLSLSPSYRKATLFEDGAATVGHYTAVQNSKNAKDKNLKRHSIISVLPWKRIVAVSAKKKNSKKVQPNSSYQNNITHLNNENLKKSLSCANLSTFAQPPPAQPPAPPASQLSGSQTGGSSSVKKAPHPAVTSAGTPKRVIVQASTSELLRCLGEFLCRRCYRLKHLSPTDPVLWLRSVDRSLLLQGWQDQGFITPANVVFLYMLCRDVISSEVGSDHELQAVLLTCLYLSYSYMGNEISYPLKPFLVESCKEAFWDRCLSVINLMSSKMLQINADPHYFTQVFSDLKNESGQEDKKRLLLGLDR
Tat transport = blocks Tat-dependent protein export in E. coli. 340,000 tested, 0.036% active. E. coli MC4100 TorA-mCherry Tat export, fluorescence. AID 488895. inhibition, % at 10 µM;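 active = mean replicate inhibition at least 50% and at least half of replicates individually reaching 50%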;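 note: exported cargo escapes ClpAP degradation while cytoplasmic cargo is degraded and loses fluorescence; 0% = median of neutral control wells and 100% = median of NaSCN control wells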
* hit, by the source's call; / = not tested or not shown.

entry | molecule | CAL PDZ FP-2 | CAL PDZ FP-1 | Rtt109 Vps75 | Wnt act | dFosB act
1 | Cc1cc(=O)oc(C)c1C(=O)Nc1ccc2ncccc2c1 | -0.2 | 2 | -1 | -4 | -8
2 | CCCSc1nc(NCc2ccco2)c2c3c(sc2n1)COC(C)(CC)C3 (configuration not stated) | -0.2 | -1 | 5 | / | -2
3 | N/C(=N\OC(=O)CCC1CCCC1)c1ccncc1 | 0.1 | -1 | -4 | 5 | -6
4 | O=C(NCCC1=CCCCC1)C(=O)NCC(c1ccco1)N1CCN(c2ccc(F)cc2)CC1 (configuration not stated) | -3.1 | -2 | -3 | / | -7
5 | CC(=O)Oc1cccc(N2C(=O)c3ccc(C(=O)Nc4c[nH]c(=O)[nH]c4=O)cc3C2=O)c1 | -2.1 | 15 | -2 | / | 20*
6 | O=c1c2cc(Br)ccc2[nH]c(=S)n1Cc1ccccn1 | -22 | 15 | 16 | 4 | -5
7 | O=C(OCCO)c1cc(Cl)c(C(=O)OCCO)cc1Cl | / | 5 | 2 | / | -2
8 | CN(CC(=O)Nc1c(Cl)cccc1Cl)C(=O)CCNS(=O)(=O)c1ccccc1C(F)(F)F | -0.5 | 18 | 1 | -1 | 0
9 | CCOC(=O)C1=C(C)OC(N)=C(C#N)C1c1cccc(C)c1 (configuration not stated) | / | -3 | 3 | -1 | 3
10 | COc1ccccc1/C=N/NC(=O)c1c(-c2ccccc2)noc1C | -1.3 | 3 | -9 | -3 | -10

entry | CDK5 p35 inh | MITF TRPM1 HTS | Tat transport | V-ATPase pH | RTF Ca sens act
1 | -1.1 | 5 | -3 | -1 | 74*
2 | -1.6 | / | 2 | -5 | -2
3 | -1.3 | 12 | -8 | 1 | 6
4 | -0.6 | -6 | -6 | 5 | -13
5 | -2.5 | 9 | 2 | 1 | 2
6 | 1.2 | -9 | -3 | 4 | -2
7 | 0.7 | 8 | -1 | -3 | 3
8 | -1.8 | 4 | -5 | -3 | -1
9 | -0.8 | -5 | 2 | -1 | -2
10 | 0.0 | 3 | -4 | -1 | -1

(continued)
entry | molecule | CAL PDZ FP-2 | CAL PDZ FP-1 | Rtt109 Vps75 | Wnt act | dFosB act
11 | CCOC(=O)c1c(NC(=O)CSc2ncn[nH]2)sc(C(C)=O)c1C | -0.9 | / | 1 | 4 | -23
12 | O=C(NCCSc1c[nH]c2ccccc12)c1ccc2c(c1)OCO2 | -1.2 | / | -8 | 12 | -6
13 | O=C(Nc1ccccc1)OCc1cncs1 | -1.0 | / | -8 | -1 | -8
14 | COC(c1ccccc1)c1nnc(CCC(=O)NC2C3CC4CC(C3)CC2C4)o1 (configuration not stated) | -2.8 | 1 | -17 | 0 | -2
15 | COc1cccc(NC(=O)Nc2ccc3c(c2)CCC3)c1 | 0.4 | 6 | 3 | 21 | 2
16 | COC(=O)Cn1ncn2cccc2c1=O | 0.1 | 9 | 0 | / | 3
17 | CCn1c(SCC(=O)OC(C)C)nnc1-c1ccccc1OC | 0.0 | 0 | -1 | -2 | -1
18 | Cc1nn(C)c(C(=O)NNC(=S)Nc2ccc(F)cc2)c1[N+](=O)[O-] | -0.8 | 0 | -6 | 4 | 3
19 | CCCS(=O)(=O)c1c(S(=O)(=O)CCC)c2cnccn2c1C(=O)c1ccc(CC)cc1 | -0.8 | 2 | 29 | / | -7
20 | CCN(CC)CCC/C(=N\O)C(O)(c1ccccc1)c1ccccc1 | -2.3 | -2 | -14 | -1 | -1

entry | CDK5 p35 inh | MITF TRPM1 HTS | Tat transport | V-ATPase pH | RTF Ca sens act
11 | -1.7 | -12 | 1 | 2 | 4
12 | -1.8 | / | 4 | 2 | -2
13 | 2.2 | 18 | -2 | -2 | 3
14 | -1.5 | 6 | 8 | 0 | 2
15 | -0.8 | 65 | -9 | 1 | -4
16 | 0.8 | 0 | -1 | 1 | 5
17 | -3.3 | 1 | -1 | 1 | -2
18 | -0.3 | -25 | 4 | 5 | -2
19 | -2.1 | 6 | 6 | 1 | -5
20 | -1.8 | 6 | 1 | -1 | -1

Random excerpt: seven compounds from above.
entry | molecule | CAL PDZ FP-2 | CAL PDZ FP-1 | Rtt109 Vps75 | Wnt act | dFosB act
11 | CCOC(=O)c1c(NC(=O)CSc2ncn[nH]2)sc(C(C)=O)c1C | -0.9 | / | 1 | 4 | -23
17 | CCn1c(SCC(=O)OC(C)C)nnc1-c1ccccc1OC | 0.0 | 0 | -1 | -2 | -1
12 | O=C(NCCSc1c[nH]c2ccccc12)c1ccc2c(c1)OCO2 | -1.2 | / | -8 | 12 | -6
18 | Cc1nn(C)c(C(=O)NNC(=S)Nc2ccc(F)cc2)c1[N+](=O)[O-] | -0.8 | 0 | -6 | 4 | 3
19 | CCCS(=O)(=O)c1c(S(=O)(=O)CCC)c2cnccn2c1C(=O)c1ccc(CC)cc1 | -0.8 | 2 | 29 | / | -7
20 | CCN(CC)CCC/C(=N\O)C(O)(c1ccccc1)c1ccccc1 | -2.3 | -2 | -14 | -1 | -1
13 | O=C(Nc1ccccc1)OCc1cncs1 | -1.0 | / | -8 | -1 | -8

entry | CDK5 p35 inh | MITF TRPM1 HTS | Tat transport | V-ATPase pH | RTF Ca sens act
11 | -1.7 | -12 | 1 | 2 | 4
17 | -3.3 | 1 | -1 | 1 | -2
12 | -1.8 | / | 4 | 2 | -2
18 | -0.3 | -25 | 4 | 5 | -2
19 | -2.1 | 6 | 6 | 1 | -5
20 | -1.8 | 6 | 1 | -1 | -1
13 | 2.2 | 18 | -2 | -2 | 3

(continued)
entry | molecule | CAL PDZ FP-2 | CAL PDZ FP-1 | Rtt109 Vps75 | Wnt act | dFosB act
21 | COCCn1c(SCC(=O)NC(=O)NC2CCCCC2)nc2ccccc2c1=O | -1.4 | -3 | -3 | -4 | -13
22 | Cc1cccc(/N=C/c2c(O)[nH]c3ccccc23)n1 | -1.5 | -1 | / | / | -9
23 | CSc1ccccc1NC(=S)NC1CCCC1 | 0.0 | -5 | -1 | -2 | 5
24 | CC(=O)c1c(O)cc(C(C)C)n(-c2ccccc2)c1=O | -2.9 | 0 | 2 | -1 | 3
25 | Cc1ccc(/C=N/NC(=O)Cc2cccn2C)s1 | -2.4 | -1 | -3 | / | -4
26 | CCOC(=O)C1=C(C)OC(N)=C(C#N)C1c1cc2cc(C)ccc2nc1N1CCCCC1 (configuration not stated) | -0.7 | -8 | 7 | 18 | -8
27 | CCOC(=O)C1(CCOc2ccccc2)CCN(Cc2cccc3c2OCO3)CC1 | -1.7 | -2 | -1 | 0 | -10

entry | CDK5 p35 inh | MITF TRPM1 HTS | Tat transport | V-ATPase pH | RTF Ca sens act
21 | -3.2 | / | 6 | 0 | 6
22 | -0.1 | 67 | 1 | 0 | 2
23 | 0.5 | -3 | -4 | 1 | 0
24 | 0.4 | -1 | -4 | 1 | 3
25 | -0.3 | 8 | -3 | -1 | -6
26 | 0.5 | / | -1 | 0 | -1
27 | -4.1 | -1 | 23 | 1 | 12
